Compound activity deposited in PubChem by National Center for Advancing Translational Sciences (NCATS).
MBNL1 CUG block: qHTS Assay for Inhibitors of MBNL1-poly(CUG) RNA binding | Muscleblind-like protein 1 (Homo sapiens), Q9NR56 | TR-FRET MBNL1-His/biotin-(CUG)12 binding, 665/545 ratio | Potency, µM (titrated, usually from 57.5 µM), for the others: top-dose activity change, negative = inhibition, hits mostly inhibitors | 0.036% of 280,000 active; active = well fitted inhibition curve with a large enough effect in the signal ratio, with a control signal flat, not every such curve was filed as active; inconclusive = small, poorly fitted or top-dose-only effect, or effect the other way, or a change in a side signal; inactive = no such curve, though single readings can be large or run the other way; the % refers to the signal ratio; also: potency is read from the fitted curve at half-maximal effect; % is scaled to controls: 0 for no effect and ±100 for the full control effect
Target sequence (Q9NR56 whole entry, looked up): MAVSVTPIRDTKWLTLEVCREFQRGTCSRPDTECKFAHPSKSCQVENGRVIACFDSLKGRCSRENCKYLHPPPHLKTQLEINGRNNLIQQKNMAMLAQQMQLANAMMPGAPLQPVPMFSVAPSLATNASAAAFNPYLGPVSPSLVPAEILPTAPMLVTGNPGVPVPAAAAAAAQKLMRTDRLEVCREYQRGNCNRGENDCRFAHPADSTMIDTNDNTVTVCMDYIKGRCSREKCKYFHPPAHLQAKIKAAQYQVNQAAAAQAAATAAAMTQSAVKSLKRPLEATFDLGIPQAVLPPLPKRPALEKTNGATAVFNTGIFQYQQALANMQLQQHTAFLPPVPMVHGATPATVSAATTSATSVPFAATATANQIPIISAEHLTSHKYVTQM
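Inhibition of protein-RNA binding appears as loss of TR-FRET between terbium anti-His antibody on MBNL1-His and streptavidin-XL665 on biotin-(CUG)12. Activity is normalized to buffer-only and uninhibited-complex controls.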
PKM2 act: qHTS Assay for Activators of Human Muscle isoform 2 Pyruvate Kinase; purified PKM2, Kinase-Glo ATP luminescence, activation; response scale: 0% is enzyme alone, no compound; Potency, µM (doses to about 57.5 µM), without a hit: at the top dose activation, most hits filed as activators; Pyruvate kinase PKM (Homo sapiens), P14618; 0.34% of 260,000 active; AID 1631, 2009; also: potency is read from the fitted curve at half-maximal effect; % is scaled to controls: 0 for no effect and ±100 for the full control effect; nearly all actives have a fitted effect of over 55% in size
Target sequence (P14618 whole entry, looked up, canonical isoform): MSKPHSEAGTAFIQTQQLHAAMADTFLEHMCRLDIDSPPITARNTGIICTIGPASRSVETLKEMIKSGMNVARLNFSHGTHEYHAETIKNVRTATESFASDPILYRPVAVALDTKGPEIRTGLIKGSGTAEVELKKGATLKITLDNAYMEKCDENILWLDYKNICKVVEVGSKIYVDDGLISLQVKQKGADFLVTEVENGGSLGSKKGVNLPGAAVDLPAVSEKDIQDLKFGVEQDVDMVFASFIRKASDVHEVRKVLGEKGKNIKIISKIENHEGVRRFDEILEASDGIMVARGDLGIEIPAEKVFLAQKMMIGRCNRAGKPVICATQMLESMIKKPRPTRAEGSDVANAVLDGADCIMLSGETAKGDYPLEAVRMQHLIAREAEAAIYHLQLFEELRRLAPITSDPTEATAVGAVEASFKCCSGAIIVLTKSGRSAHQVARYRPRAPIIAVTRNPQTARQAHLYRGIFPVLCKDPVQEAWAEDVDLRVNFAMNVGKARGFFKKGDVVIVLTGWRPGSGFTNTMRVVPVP
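hPK-M2, >95% pure; 0.1 mM ADP / 0.5 mM PEP final; imidazole pH7.2 buffer w/ 7 mM MgCl2, 50 mM KCl; 1 h RT; Kinase-Glo lum. Intermediate enzyme activity for dual inhibitor/activator qHTS.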
BCR signal inh: qHTS Assay to Find Inhibitors of Chronic Active B-Cell Receptor Signaling; ABC-DLBCL IkBa-CBG/CBR reporter, luminescence ratio, 4 h; Potency, µM (doses to about 46.1 µM), for inactives: top-dose ratio change, negative = lower green/red ratio, hits mostly inhibitors; 0.05% of 340,000 active; active = well fitted inhibition curve with a large enough effect in the signal ratio, with a control signal flat, not every such curve was filed as active; inconclusive = small, poorly fitted or top-dose-only effect, or effect the other way, or a change in a side signal; the % refers to the signal ratio;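 also: potency is read from the fitted curve at half-maximal effect; plate controls were basal doxycycline-induced cells for no effect and cells given 10 µM MG132 for full effect; MG132 reads +100%, hits lower the ratio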
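TMD8 human ABC-DLBCL cells with doxycycline-inducible IκBα–green luciferase fusion and unfused red luciferase, in 0.5% FBS medium; compounds up to 46 uM, 4 h at 37C. Green/red luminescence ratio, filter-overlap corrected, fitted to concentration-response curves.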
USP2a block: qHTS Assay for Inhibitors of Ubiquitin-specific Protease USP2a Using CHOP2 as the Reporter | USP2 core, Ub-CHOP2 coupled fluorogenic reporter, 485/531 | Potency, µM (doses to about 38.3 µM), inactives show at the top dose activity change, negative = inhibition, usual class: inhibitors | 0.01% of 330,000 active;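 also: potency is read from the fitted curve at half-maximal effect; plate controls were DMSO wells for no effect and full inhibition by NEM control for full effect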
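Cell-free coupled assay: 10nM USP2 core preincubated 30min RT with compound in Tris-HCl pH 8.0/CaCl2/CHAPS buffer, then 25nM Ub-CHOP2 and 25nM reporter substrate; fluorescence (Ex 485/Em 531) read after 60min RT, normalized to NEM inhibition, concentration-response curves fitted.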
Eya2 inh: qHTS Assay for Inhibitors of the Phosphatase Activity of Eya2. recombinant Eya2, OMFP fluorescence dephosphorylation (OMFP is methylfluorescein phosphate). Potency, µM (titrated, usually from 76.9 µM), for the others: at the top dose activity, negative = inhibition, usual class: inhibitors. 0.006% of 330,000 active. AID 488837, 2010; also: potency is read from the fitted curve at half-maximal effect; % is scaled to controls: 0 for no effect and ±100 for the full control effect
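Eya2 protein (added as 0.2 uM solution) was preincubated with compound for 10 min at ambient temperature in 50 mM HEPES pH 7.5, 50 mM NaCl, 5 uM MgCl2, 0.05% BSA, 1 mM DTT. OMFP (added at 50 uM) then reacted 10 min; fluorescence read at 485/525 nm.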
Menin-MLL TR inh: qHTS Assay for Inhibitors Targeting the Menin-MLL Interaction in MLL Related Leukemias: Competition With Texas Red Labeled MLL-derived Mutant Peptide | Potency, µM (series often up to 61.6 µM), without a hit: at the top dose FP activity change, negative = inhibition, most hits filed as inhibitors | O00255 | Menin + Texas Red MLL mutant peptide, fluorescence polarization | 0.23% of 270,000 active; active = well fitted inhibition curve with a large enough effect in the polarisation, with a control signal flat, not every such curve was filed as active; inconclusive = small, poorly fitted or top-dose-only effect, or effect the other way, or a change in a side signal; inactive = no such curve, though single readings can be large or run the other way; the % refers to the polarisation; also: potency is read from the fitted curve at half-maximal effect; % of control where 0% means no effect; many of its hits are not listed in these tables
TSHR antagonist: Antagonists of the Thyroid Stimulating Hormone Receptor: HTS campaign. TSHR-expressing cells, TSH-stimulated cAMP HTRF, 2 h; hits give low values. activity change, negative = inhibition, % at 11.5 µM. 0.2% of 330,000 active;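 active = activity change below a set negative limit, meaning inhibition stronger than a set level, cut at about -70% in these data; inconclusive = activity change between two set negative limits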; also: % is scaled to controls: 0 for no effect and ±100 for the full control effect
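TSHR-expressing cells were treated with compounds, then stimulated with TSH at EC80 (4nM final) for 2 hours at 37 deg C. Cellular cAMP was measured by HTRF competition between lysate cAMP and cAMP-d2 for a cryptate-labelled anti-cAMP antibody.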
KCNH2 WT inh: qHTS for Inhibitors of KCHN2 3.1: Wildtype qHTS; 0.37% of 340,000 active; AID 720551, 2013; activity change, % at 1.84 µM; Voltage-gated inwardly rectifying potassium channel KCNH2 (Homo sapiens), Q12809; U2OS, BacMam KCNH2, thallium flux FluxOr; hits give low values;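 active = maximum activity change below -70%; inconclusive = maximum activity change between -70% and -50%; inactive = maximum activity change above -50%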; also: % is scaled to controls: 0 for no effect and ±100 for the full control effect
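U2OS cells were transduced with wild-type KCNH2 virus (2.03 x 10^8 / mL) for 4 h at room temperature, then cultured overnight at 37 C. Thallium flux was read with FluxOr dye. Rate constants were normalized to DMSO controls.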
Mito fusion yeast: qHTS Assay for Small Molecule Inhibitors of Mitochondrial Division or Activators of Mitochondrial Fusion. 0.23% of 320,000 active. Potency, µM (doses to about 46.1 µM), without a hit: at the highest dose growth rescue (activation), most hits filed as activators. S. cerevisiae fusion-defective mutant growth rescue, CellTiterGlo 48 h;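 also: potency is read from the fitted curve at half-maximal effect; % of control where 0% means no effect; nearly all actives have a fitted effect of over 45% in size; temperature-sensitive fusion mutants such as fzo1-1 at 37 °C on non-fermentable ethanol glycerol medium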
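Luminescent cell viability in 1536-well qHTS format served as the measure of rescued growth in ts fusion-mutant S. cerevisiae cultured on non-fermentable YPEG for 48 hours at 37C.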
S-ASM inh: Inhibitors of Secretory Acid Sphingomyelinase (S-ASM): qHTS | placental ASM, HMU-PC fluorogenic substrate, 60 min | Sphingomyelin phosphodiesterase (Homo sapiens), P17405 | AID 504937, 2011 | 0.006% of 340,000 active | Potency, µM (top dose mostly 57.5 µM), inactives show top-dose activity change, negative = inhibition, hits mostly inhibitors; also: potency is read from the fitted curve at half-maximal effect
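Human placenta-derived ASM preincubated with compound 10 min at room temperature, then reacted with 9 uM (final) fluorogenic HMU-PC substrate for 60 min at 37 C. Stop solution raises pH to 10; fluorescence read at Ex 386/Em 447 nm.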
GALK inhibitor: qHTS Assay for Inhibitors of Human Galactokinase (GALK); P51570; 0.007% of 270,000 active; Potency, µM (series often up to 57.5 µM), for the others: at the top dose activity change, negative = inhibition, hits mostly inhibitors; Purified GALK, Kinase-Glo residual ATP luminescence; AID 1868, 2009; also: potency is read from the fitted curve at half-maximal effect; % is scaled to controls: 0 for no effect and ±100 for the full control effect
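Luminescence from leftover ATP (Ultra-Glo luciferase/luciferin) served as read-out after a 1 h room-temperature reaction of 5 nM GALK with 35 uM ATP and 100 uM galactose.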
Starred values were filed as active, the others as inactive; i = inactive; ? = inconclusive; nt = no result given; [ ] = another dose, or the depositor's remark. Unless noted, calls follow the shape of the dose curve; as a rule, active = well fitted curve in the direction sought with a large enough effect; inconclusive = small, poorly fitted or top-dose-only effect, or another doubt; inactive = no such curve, though single readings can be large; an effect the other way counts as inactive or inconclusive. An excerpt; count on the stated rates, not on these rows.

SMILES | MBNL1 CUG block | PKM2 act | BCR signal inh | USP2a block | Eya2 inh | Menin-MLL TR inh | TSHR antagonist | KCNH2 WT inh | Mito fusion yeast | S-ASM inh | GALK inhibitor
CC1CCCN(Cc2csc(N)n2)C1 (stereo not drawn) | -0.2% | 0.1% | -0.4% | 0.8% | 2.2% | -4.9% | 8.5 | 1.7 | 6.5% | 2.0% | 14.0%
COc1ccc(C2C(C#N)=C(C)NC(C)=C2C(=O)OC(C)C)c(OC)c1 (stereo not drawn) | nt | -0.1% | -16.9% | 1.7% | -4.2% | 12.9% | -1.1 | -2.6 | 24.9% | 53.5% | 1.4%
CCn1ncc(C(=O)Nc2ccccc2C)c1C | -17.3% | -1.1% | 1.8% | 1.0% | -3.1% | 4.1% | -4.2 | 19.4 | 0.0% | 8.4% | 2.5%
O=C(NC(Cc1c[nH]c2ccccc12)C(=O)O)/C(=C/c1ccc2c(c1)OCO2)NC(=O)c1ccccc1 (stereo not drawn) | -4.7% | -0.7% | 5.6% | 1.2% | 15.2% | ? | -3.7 | -6.0 | 0.2% | 2.6% | 7.1%
CCOC(=O)COc1c(Cl)cc(C2NC(=S)NC(c3ccccc3)=C2C(C)=O)cc1OC (stereo not drawn) | nt | 8.0% | 17.1% | 6.0% | 1.3% | 2.9% | 1.8 | -28.6 | -2.5% | -3.9% | 0.9%
CCCNC(=O)C(Cc1ccccc1)NC(=O)Cc1ccccc1 (stereo not drawn) | nt | nt | 5.9% | 3.2% | 1.2% | nt | 14.7 | 7.5 | -4.2% | 3.7% | nt
Fc1ccccc1OCCCCSc1ncccn1 | -6.0% | 6.8% | ? | -0.5% | -3.8% | ? | 0.8 | 3.5 | -3.4% | 3.4% | 1.5%
C=CCOn1c(=O)c(-c2ccc(OC)c(OC)c2)[n+]([O-])c2ccccc21 | ? | 5.9% | 11.1% | 1.6% | 14.5% | 2.0% | 11.6 | -16.2 | 0.5% | 1.4% | 0.3%
Cc1cccc(NC(=O)C2CCN(S(=O)(=O)c3c(C)noc3/C=C/c3ccco3)CC2)n1 | 12.1% | 18.2% | ? | 3.9% | 1.4% | 17.9% | -8.1 | 17.2 | 25.1% | 4.6% | 2.2%
CC(=O)CSc1ncnc2sc3c(c12)CCCC3 | 7.4% | -4.4% | -6.1% | 1.4% | ? | -6.7% | 7.0 | -5.5 | -3.5% | -0.2% | 4.9%
CCOc1ccc2ccccc2c1CNc1nnnn1CC | 12.9% | 0.5% | -4.7% | 1.3% | -13.5% | -3.8% | -10.9 | -2.9 | -2.1% | -1.9% | -1.6%
CC1CCCCC1NC(=S)Nc1ccc(Cl)cc1Cl (stereo not drawn) | -0.8% | 0.6% | 10.6% | 0.1% | -17.3% | ? | -12.4 | 1.0 | 1.6% | -3.8% | 1.6%
Cc1[nH]c2ccccc2c1C(c1ccncc1)N1CCC(C)CC1 (stereo not drawn) | -9.0% | 0.0% | ? | 0.4% | 5.2% | 14.4% | 6.5 | -0.6 | -3.4% | -0.6% | 5.8%
COc1ccc(OCC(=O)N(Cc2ccc(C)o2)C2CCS(=O)(=O)C2)cc1 (stereo not drawn) | -0.9% | nt | -4.2% | -0.7% | -18.4% | nt | 7.5 | -7.7 | 3.9% | -0.1% | 1.9%
Nc1nc(SCC(=O)Nc2cc(-c3ccccc3)nn2-c2ccccc2)n[nH]1 | -0.8% | -0.2% | 28.2% | -0.4% | 13.8% | nt | -10.1 | -13.3 | -1.2% | 5.0% | -1.8%
O=c1cc(N2CCOCC2)c2ccccc2o1 | 5.4% | -3.1% | ? | 3.1% | 2.1% | 0.8% | -5.4 | -2.8 | 1.4% | 0.6% | 0.7%
O=C(NCCN1CCOCC1)c1ccc(Cl)c(S(=O)(=O)N2CCOCC2)c1 | 8.3% | -4.0% | -2.5% | 1.5% | 0.8% | nt | 3.6 | 14.5 | 0.8% | 0.4% | -1.1%
CCc1ccccc1NCC(=O)Nc1ccc(Cl)c(C(F)(F)F)c1 | nt | -1.4% | 8.1% | -6.4% | -8.8% | ? | -15.6 | -6.8 | -19.7% | -13.4% | -1.7%
C[C@@H]1[C@H](O)C[C@@]23COC(=O)C2=CCCC3[C@@]1(C)CCC1COC(=O)C1 (stereo partly drawn) | nt | nt | ? | -0.1% | 8.5% | nt | -6.0 | 2.9 | -7.7% | 1.9% | nt
CNC(=O)CN(c1ccc(OC)cc1)S(=O)(=O)c1ccc(F)cc1 | ? | ? | 0.5% | 3.1% | 3.2% | -8.5% | 23.3 | -2.5 | 0.4% | -0.5% | 0.4%
COc1ccc(NC(=O)C2CCCN(CCCc3ccccc3)C2)cc1OCC(C)C (stereo not drawn) | 3.4% | -3.2%[11.5 µM] | ? | -5.3% | -4.8% | -23.1% | -2.2 | -1.4 | -13.5% | -8.3% | 6.4%
C/C(=N/Nc1ccnc2cc(Cl)ccc12)c1ccc(O)cc1 | nt | nt | 16.7% | -2.4% | 9.9% | nt | 1.4 | -7.6 | 5.5% | 44.1%[activator] | nt
C=CCn1c(C)cc(C(=O)CSc2nc3ccccc3o2)c1C | -12.9% | -0.1% | 3.0% | -0.7% | 0.1% | 20.8% | -35.9 | -6.3 | -0.9% | -8.5% | -5.4%
CC(C)c1ccc(/C=C2\Oc3c(ccc(O)c3CN3CCN(C)CC3)C2=O)cc1 | ? | 1.2% | -14.1% | 22.0% | 1.5% | -5.3% | -7.6 | 7.0 | -1.9% | 7.9% | 0.8%
O=C(NNC(=O)c1ccccc1-n1cccc1)c1ccc(Cl)cc1Cl | 5.1% | -6.4% | 0.4% | 0.8% | -7.1% | -13.6% | -3.5 | -22.9 | 3.6% | 5.9% | -2.6%
Cc1ccc(NC(=O)Cn2c(=O)n(Cc3ccco3)c(=N)c3c4c(sc32)COC(C)(C)C4)cc1 | -3.5% | -0.6% | ? | -14.9% | -5.3% | -20.0% | -8.0 | -14.4 | -1.0% | -3.3% | -1.9%
COC(=O)[C@@]12CCCCN1[C@H](c1ccc(SC3CCCCC3)cc1)[C@H]1C(=O)N(C)C(=O)[C@H]12 | nt | nt | 0.7% | 2.6% | 10.2% | nt | -36.6 | -7.5 | 26.0% | -23.8% | nt
O=[N+]([O-])c1ccc(CNc2cccc(F)c2)s1 | ? | -1.8% | -0.5% | 2.1% | -24.7% | 17.3% | -14.2 | 2.3 | 5.4% | 8.6% | 4.9%
O=C(NCc1ccco1)c1nc2nc(-c3cccs3)cc(C(F)(F)F)n2n1 | ? | 2.6% | -4.7% | 4.2% | -7.1% | -7.8% | -17.4 | -5.8 | -0.6% | i | -1.6%
Cc1c(NC(=O)Nc2ccc([N+](=O)[O-])cc2)c(=O)n(-c2ccccc2)n1C | 9.8% | nt | -1.7% | 3.1% | -8.4% | -2.1% | 2.9 | 10.7 | -1.6% | 1.5% | -1.7%
O=C(CN1C(=O)S/C(=C/c2cccs2)C1=O)N1CCCC1 | nt | nt | ? | -0.2% | -7.0% | nt | -1.7 | 1.1 | 5.7% | 0.7% | nt
O=C(Nc1cccc(Cl)c1)Nc1nc(-c2ccc(Cl)cc2)cs1 | 4.1% | -3.3% | ? | 6.9% | 5.8% | ? | 40.3 | 0.8 | 0.2% | -0.7% | 0.0%
COC(=O)Cn1c(=O)c2c(n(Cc3ccccc3)c1=O)N/C(=C/c1ccc(Br)cc1)C2=O | 11.8% | -4.9% | 2.9% | 0.0% | 1.0% | nt | -7.4 | 0.1 | 5.9% | 9.5% | -6.1%
